Screens deposited in PubChem by National Center for Advancing Translational Sciences (NCATS).
BRCT PPI green – qHTS Assay for Inhibitors of BRCT-Phosphoprotein Interaction (Green Fluorophore) | BRCA1 BRCT-phosphopeptide binding, green fluorescence polarization | Potency, µM (top dose mostly 76.9 µM), inactives show top-dose activity change, negative = inhibition, hits mostly inhibitors | 75,000 tested, 0.05% active;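 further: potency means the concentration at half of the fitted maximal effect; plate controls were peptide without protein for full effect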
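Compounds were incubated for 12 min at room temperature with a complex of 100 nM fluorescein-tagged pBACH1 decapeptide and 250 nM His-tagged BRCT protein. Buffer was phosphate pH 7.3 with EDTA, DTT and Tween 20. Disruption of binding lowers the polarization signal.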
Epigenetic mod – qHTS Assay for Epigenetic Modulators. mouse C127i GFP locus derepression, cytometry, 30 h. Potency, µM (top dose mostly 46.1 µM), without a hit: top-dose GFP derepression (activation). 68,000 tested, 0.09% active; further: % of control where 0% means no effect
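Murine C127i mammary cells carrying a silenced, stably integrated CMV-driven GFP reporter were treated with compound for 30 hours at 37 C. After PBS washes, GFP-positive cells were counted by laser-scanning microplate cytometry.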
Hsp90 Hop PPI – qHTS Assay for Disrupters of an Hsp90 Co-Chaperone Interaction; AlphaScreen TPR2A-His6 binding biotin-Hsp90 C-terminal peptide; Potency, µM (top dose mostly 57 µM), for the others: top-dose activity change, negative = inhibition; 71,000 tested, 0.44% active; active means well fitted curve in either direction with a large enough effect; inconclusive means small, poorly fitted or top-dose-only effect, or another doubt; further: potency means the concentration at half of the fitted maximal effect; on the % scale 0 is the no-effect control and ±100 the full control effect; many of its hits are not listed in these tables
HADH2 inh – qHTS Assay for Inhibitors of HADH2 (Hydroxyacyl-Coenzyme A Dehydrogenase, Type II) | recombinant HADH2, NADH fluorescence, beta-hydroxybutyryl-CoA | Potency, µM (series often up to 57.1 µM), without a hit: at the top dose activity change, negative = inhibition, hits mostly inhibitors | 73,000 tested, 3.4% active | AID 886, 2007; further: potency means the concentration at half of the fitted maximal effect; on the % scale 0 is the no-effect control and ±100 the full control effect; nearly all actives have a fitted effect of over 60% in size; many of its hits are not listed in these tables
Target sequence (Q99714 whole entry, looked up, one chain of several): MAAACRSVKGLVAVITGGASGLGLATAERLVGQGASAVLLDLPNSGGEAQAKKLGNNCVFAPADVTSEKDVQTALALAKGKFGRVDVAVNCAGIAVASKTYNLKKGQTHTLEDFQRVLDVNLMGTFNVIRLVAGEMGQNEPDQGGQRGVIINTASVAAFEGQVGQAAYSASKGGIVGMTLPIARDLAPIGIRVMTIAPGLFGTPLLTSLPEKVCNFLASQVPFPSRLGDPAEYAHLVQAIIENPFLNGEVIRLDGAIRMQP
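Read-out: 360 nm excitation, 450 nm emission, kinetic over 4 min. Conditions: His-tagged human HADH2 20 nM, pH 9.0 Tris with Tween-20, 1 mM NAD+, 90 uM beta-hydroxybutyryl-CoA.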
CRE Fsk mod – Cell signaling CRE-BLA (Fsk stim) | CHO CRE-bla reporter (cAMP response element driving beta-lactamase), forskolin EC10, beta-lactamase ratio | Potency, µM (series often up to 38.2 µM), for the others: at the highest dose activity change, negative = inhibition, actives largely listed as activators | 71,000 tested, 2.5% active; active means well fitted activation curve with a large enough effect in the signal ratio, with a control signal flat, not every such curve was filed as active; inconclusive means small, poorly fitted or top-dose-only effect, or effect the other way, or a change in a side signal; the % refers to the signal ratio; further: potency means the concentration at half of the fitted maximal effect; % of control where 0% means no effect
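Forskolin analogue NKH 477 at EC10 stimulated CRE-driven beta-lactamase in CHO cells alongside compound dilution series. Beta-lactamase was measured with CCF4, excitation 405 nm, emission ratio 460/530 nm.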
DNA Pol III inh – qHTS Assay for Inhibitors of DNA Polymerase III Holoenzyme System | reconstituted DNA polymerase III holoenzyme replication, biochemical | Potency, µM (series often up to 57.1 µM), for inactives: top-dose activity change, negative = inhibition | AID 603, 2007 | 71,000 tested, 0.25% active; further: potency means the concentration at half of the fitted maximal effect; on the % scale 0 is the no-effect control and ±100 the full control effect
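Reconstituted *E. coli* holoenzyme (0.35 nM Pol III, 1 nM beta, 154 nM SSB, 2 nM primase) was preincubated with compound for 15 min at RT. Synthesis on 1.4 nM ssM13Gori ran 35 min, then was stopped with PicoGreen/EDTA and read as dsDNA fluorescence.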
USP2a inh – qHTS Assay for Inhibitors of Ubiquitin-specific Protease USP2a; Ubiquitin carboxyl-terminal hydrolase 2 (Homo sapiens), O75604; USP2a enzymatic assay, qHTS inhibition; Potency, µM (top dose mostly 38.3 µM), inactives show at the top dose activity change, negative = inhibition, usual class: inhibitors; 60,000 tested, 0.1% active; AID 927, 2007;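 further: potency means the concentration at half of the fitted maximal effect; nearly all actives have a fitted effect of over 60% in size; plate controls were DMSO for no effect and NEM full inhibition control for full effect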
Target sequence (O75604 whole entry, looked up): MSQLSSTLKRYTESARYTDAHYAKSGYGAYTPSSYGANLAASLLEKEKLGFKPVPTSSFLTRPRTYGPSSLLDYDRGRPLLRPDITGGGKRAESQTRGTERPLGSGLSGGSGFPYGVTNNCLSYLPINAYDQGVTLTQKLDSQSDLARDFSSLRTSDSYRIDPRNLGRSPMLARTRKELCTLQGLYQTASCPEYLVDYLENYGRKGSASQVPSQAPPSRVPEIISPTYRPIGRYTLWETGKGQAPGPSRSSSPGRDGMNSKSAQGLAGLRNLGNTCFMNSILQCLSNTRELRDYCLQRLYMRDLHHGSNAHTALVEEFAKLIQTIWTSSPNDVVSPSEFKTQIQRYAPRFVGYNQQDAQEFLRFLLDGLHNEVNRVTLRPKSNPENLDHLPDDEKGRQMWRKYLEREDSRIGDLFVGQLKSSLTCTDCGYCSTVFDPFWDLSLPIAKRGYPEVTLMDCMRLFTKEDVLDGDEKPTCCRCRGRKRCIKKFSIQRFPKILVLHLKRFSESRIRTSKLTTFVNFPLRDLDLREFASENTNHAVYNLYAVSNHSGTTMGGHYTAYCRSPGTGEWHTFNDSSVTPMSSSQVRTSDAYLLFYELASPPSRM
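Inhibition is measured in a cell-free coupled assay with 20 nM USP2 core, 20 nM Ub-PLA2 and 20 uM NBD C6-HPC, 2.5 h incubation. Activity normalized to NEM control.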
BRCT inh red – qHTS Assay for Inhibitors of BRCT-Phosphoprotein Interaction (Red Fluorophore) | Breast cancer type 1 susceptibility protein (Homo sapiens), P38398 | BRCT-phosphopeptide binding, red fluorescence polarization | Potency, µM (top dose mostly 76.9 µM), for inactives: at the top dose activity change, negative = inhibition, usual class: inhibitors | 75,000 tested, 0.03% active | AID 892, 2007; further: on the % scale 0 is the no-effect control and ±100 the full control effect
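Fluorescence polarization: 100 nM His-tagged BRCA1 BRCT with 100 nM TAMRA-labelled phospho-BACH1 decapeptide, phosphate buffer pH 7.3 with 150 mM NaCl, DTT, 0.01% Tween 20; 12 min RT. Binding inhibition seen as FP decrease.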
HBB splice mod – qHTS Assay for Modulators of Hemoglobin Beta Chain Splicing. HBB splicing reporter cell assay, activation; EGFP reporter with mutant IVS2-654 intron; response scale: normalised to 500 nM splice-correcting PNA. Potency, µM (top dose mostly 46.1 µM), for the others: at the highest dose activation, most hits filed as activators. 65,000 tested, 0.06% active; further: potency means the concentration at half of the fitted maximal effect; 0% is about no effect
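HeLa cells stably expressing EGFP interrupted by mutant beta-globin intron 2 (IVS2-654), 500/well in 2% FCS. Treated with compound for 2 days at 37C. Splicing correction scored as total well GFP intensity (488 nm excitation, 500-520 nm emission); 500 nM antisense PNA served as control.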
Ub-GFP proteasome – Ubiquitin-GFP Assay; Ubiquitin-GFP reporter cells, proteasome inhibition, GFP fluorescence; response scale: untreated = 0%, 10 µM MG-132 = 100%; Potency, µM (series often up to 45.9 µM), without a hit: at the highest dose activation (GFP accumulation), most hits filed as activators; 67,000 tested, under 10 active; AID 526, 2006; active means well fitted activation curve with a large enough effect, not every such curve was filed as active; inconclusive means small, poorly fitted or top-dose-only effect, or another doubt; inactive means no such curve, though single readings can be large or run the other way; further: potency means the concentration at half of the fitted maximal effect
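GFP accumulation read-out: laser plate cytometry counting ubiquitin(G76V)-GFP-expressing U2OS cells after 4 hr compound exposure at 37 °C. Titrations spanned 46 uM to 2.9 nM; 0% = basal, 100% = 10 uM MG-132; concentration-response curves fitted.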
15-hLO inh – qHTS Assay for Inhibitors of 15-hLO (15-human lipoxygenase); 74,000 tested, 1.4% active; Polyunsaturated fatty acid lipoxygenase ALOX15 (Homo sapiens), P16050; Potency, µM (series often up to 57.1 µM), for inactives: at the highest dose activity change, negative = inhibition, actives largely listed as inhibitors; purified 15hLO-1, xylenol orange hydroperoxide absorbance; further: potency means the concentration at half of the fitted maximal effect; on the % scale 0 is the no-effect control and ±100 the full control effect; nearly all actives have a fitted effect of over 55% in size
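Purified human 15hLO-1 (40 nM) in 25 mM Hepes pH 7.5, 0.01% Triton X-100, preincubated 15 min RT with compound, then 50 uM arachidonic acid for 6 min. Hydroperoxide read by ferrous/xylenol orange, 30 min; 573/405 nm absorbance ratio gave progress.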
An asterisk follows results filed as active; ? = inconclusive; nt = no result given; [ ] = dose if it differs, or a comment. Unless noted, the call rests on the fitted dose curve; in most records, active means well fitted curve in the direction sought with a large enough effect; inconclusive means small, poorly fitted or top-dose-only effect, or another doubt; inactive means no such curve, though single readings can be large; an effect the other way counts as inactive or inconclusive.

No.	SMILES	BRCT PPI green	Epigenetic mod	Hsp90 Hop PPI	HADH2 inh	CRE Fsk mod	DNA Pol III inh	USP2a inh	BRCT inh red	HBB splice mod	Ub-GFP proteasome	15-hLO inh
1	CC(C)(C)NC[C@H](O)c1ccc(O)c(CO)c1	-5.2%	0.0%	3.2%	5.3%	-11.2%	-2.3%	-2.7%	-1.4%	-0.3%[20.6 µM]	-7.4%	7.0%
2	CC(C)OC(=O)c1cc(NC(=O)C2C3CCC(O3)C2C(=O)O)cc(C(=O)OC(C)C)c1 (configuration not stated)	0.0%	6.2%	2.3%	18.3%	?	-5.4%	-9.3%	-0.2%	0.1%	0.3%	7.9%
3	COc1ncnc2sc(-c3ccccc3)cc12	0.4%	-1.3%	16.2%	15.8%	?	1.3%	11.4%	0.0%	-0.4%[57.5 µM]	5.2%	-15.6%
4	CC(=O)Nc1ccc(S(=O)(=O)N2CCCN(S(=O)(=O)c3ccc(C)cc3)CC2)cc1	0.0%	0.0%	2.3%	29.6%	0.9%	-2.8%	161.0%[activator]	-1.0%	nt	-3.4%	2.7%
5	O=C1CC(N2CCOCC2)C(=O)N1c1cccc(Cl)c1 (configuration not stated)	-1.9%	1.9%	-1.7%	-0.5%	0.0%	2.6%	-2.2%	0.9%	0.2%	?	1.2%
6	CCCCC(=O)Nc1ccc(NC(=O)c2cccnc2)cn1	-0.4%	2.3%	-0.1%	1.1%	-6.6%	0.6%	-0.3%	-1.4%	-1.9%	4.8%	12.9%
7	O=C1CC(c2ccccc2)C(C(=O)O)N1 (configuration not stated)	-0.5%	nt	2.8%	-4.2%	2.0%	-6.0%	nt	0.4%	0.2%	11.1%	9.1%
8	N#C/C(=C\c1ccc(O)c(O)c1)C(=O)NCCCCc1ccccc1	0.2%	3.8%	-25.8%	?	?	-11.7%	nt	-3.5%	nt	0.0%	1.58µM*
9	CC(=O)OCC1OC(c2ccc3c(c2)OCO3)C=CC1OC(C)=O (configuration not stated)	1.5%[15.4 µM]	nt	nt	4.2%[11.4 µM]	nt	nt	nt	0.8%[15.4 µM]	0.6%[9.22 µM]	nt	6.0%[11.4 µM]
10	CC(=O)Nc1cccc(NC(=O)c2sc3ncn(CC(=O)N4CCCCC4)c(=O)c3c2C)c1	1.0%	0.3%	-1.1%	2.3%	-6.3%	-2.0%	44.8%[activator]	-3.5%	-0.5%	12.7%	4.0%
11	COc1ccc(-c2nnc(CSc3nnc(-c4ccncc4)n3C3CCCCC3)o2)cc1OC	0.9%	1.2%	-1.5%	3.3%	20.0%	-3.9%	4.1%	-0.8%	1.7%	-1.0%	-4.0%
12	CN(C)CCCN1C(=O)C(=O)/C(=C(/O)c2ccc3c(c2)OCCO3)C1c1ccco1 (configuration not stated)	-2.1%	0.0%	-3.8%	4.9%	?	-4.7%	-5.8%	0.4%	0.9%[57.5 µM]	-5.5%	8.5%
13	Nc1nc2nccc(-c3ccc(Cl)cc3)n2n1	-2.0%	4.3%	-17.3%	3.16µM*	16.8%	-0.3%	-1.4%	-0.6%	-4.2%[0.369 µM]	1.7%	8.6%
14	CNCCCc1[nH]nc(N)c1C#N	-0.9%	-1.9%	-0.8%	-3.4%	7.6%	-2.7%	-5.8%	-0.8%	0.0%[57.5 µM]	-0.7%	0.6%
15	CC1(C)CC2(CC(C)(C)N1)OC(=O)N1CCc3ccccc3C12C (configuration not stated)	0.0%	nt	-0.4%	6.2%	-3.6%	-7.3%	nt	-1.7%	0.0%	-8.7%	1.6%
16	Cc1ccc(C(=O)O)cc1[N+](=O)[O-]	-0.4%	nt	-3.3%	-4.9%	-7.3%	-0.6%	nt	0.3%	-0.3%	nt	0.9%
17	OCCN1CCN(CC#CCn2c3ccccc3c3ccccc32)CC1	-1.7%	0.0%	-3.6%	7.6%	-0.4%	-5.1%	28.9%	-0.6%	nt	-3.1%	4.7%
18	CCCC(=O)Nc1ccc(-c2nc3cc(C)ccc3o2)cc1	0.1%	1.6%	-0.8%	112.5%[activator]	-6.6%	0.8%	12.6%	0.0%	-2.3%	4.0%	-1.4%
19	Cc1ccc(-c2nn3c(=O)c(C)nnc3s2)cc1	-1.3%	-3.5%	0.5%	-24.3%	1.8%	-6.6%	-2.9%	1.0%	-6.2%	4.2%	10.8%
20	Cc1ccc(-c2nc3cc(N)ccc3o2)cc1	-1.0%	-2.2%	1.8%	-8.4%	10.4%	-3.2%	8.2%	0.4%	-1.1%[9.22 µM]	-1.6%	0.1%
21	O=S(=O)(c1ccc(Oc2ccc(Br)cc2F)nc1)N1CCCCC1	1.5%	1.9%	18.6%	-0.1%	10.9%	-0.6%	0.3%	-0.3%	-0.2%[57.5 µM]	0.0%	-7.2%
22	N#CCCN(CCC#N)C(=O)c1ccc(Cl)cc1	-2.9%	1.9%	0.1%	0.4%	-3.9%	-3.4%	-2.3%	-0.9%	-0.3%[57.5 µM]	1.0%	17.0%
23	CC(OC(=O)CCCN1C(=O)c2ccccc2C1=O)C(=O)Nc1ncc(Cl)cc1Cl (configuration not stated)	-0.2%	4.5%	-4.3%	2.7%	-7.3%	0.1%	-7.3%	-0.9%	3.1%	-11.6%	2.9%
24	O=C(c1ccncc1)N1CCC2(CC1)CCN(c1ncccn1)CC2	-1.0%	2.3%[9.22 µM]	1.3%	-6.6%	-4.4%	-4.1%	-4.7%	-0.2%	3.3%	-0.5%	7.2%
25	Cc1ccc(OCC(=O)Nc2ccc(-c3nnc(-c4ccco4)o3)cc2)cc1	-1.3%	0.0%	0.4%	13.8%	-0.9%	-22.0%	4.0%	0.6%	0.4%[0.369 µM]	nt	-1.5%

More records.
No.	SMILES	BRCT PPI green	Epigenetic mod	Hsp90 Hop PPI	HADH2 inh	CRE Fsk mod	DNA Pol III inh	USP2a inh	BRCT inh red	HBB splice mod	Ub-GFP proteasome	15-hLO inh
26	Cc1ccc(S(=O)(=O)NCC(=O)N(CC(=O)NCC2CCCO2)C2CCCC2)cc1 (configuration not stated)	-0.5%	2.6%	2.4%	5.1%	-5.6%	-3.6%	-5.9%	0.3%	nt	4.6%	1.7%
27	CC(=O)NCCc1csc(-c2ccccc2)n1	-3.7%	-2.3%	-4.9%	2.0%	0.2%	0.3%	3.7%	-1.4%	0.3%	-1.0%	4.8%
28	NC(=O)c1c(NC(=O)CSc2nnc(-c3ccco3)n2-c2ccccc2)sc2c1CCC2	2.4%	4.3%	-14.4%	-29.9%	?	-6.8%	20.9%	-1.6%	-2.9%	-0.8%	25.1µM*
29	O=C(CSc1nnc(COc2ccc(Cl)cc2)o1)OC1CCCCC1	-1.8%	-0.5%	?	-4.8%	2.1%	5.7%	-5.5%	1.1%	nt	-0.4%	-14.0%
30	CN1CCN(CC(=O)N(C)c2nc(-c3ccccc3)cs2)CC1	-2.5%	8.6%	-2.4%	17.4%	7.6%	1.4%	-1.2%	1.3%	-1.4%	6.4%	-2.0%
31	CCOc1ccc(-c2noc(-c3ccncc3)n2)cc1OCC	-1.9%	0.4%	-1.4%	21.2%	20µM*	-3.8%	27.9%	-1.9%	3.9%	-8.3%	-6.5%
32	Cc1cccc(NC(=O)NCCN2C(=O)C3C4C=CC(C4)C3C2=O)c1 (configuration not stated)	-2.6%	nt	-1.2%[2.3 µM]	8.4%	0.0%	-2.1%	nt	1.1%	-1.1%	5.7%	0.9%
33	COC(=O)NC/C=C\c1nc(CCCO)co1	0.3%[15.4 µM]	nt	nt	-4.9%[11.4 µM]	nt	nt	nt	1.1%[15.4 µM]	-0.9%[9.22 µM]	nt	12.8%[11.4 µM]
34	COc1ccc(Cl)c(Cn2c(NCc3ccco3)nc3c2c(=O)n(C)c(=O)n3C)c1	2.2%	1.6%	-5.5%	13.7%	?	-3.4%	29.1%	0.4%	-0.3%	2.1%	-6.1%

Not all compounds are listed, so the mix of outcomes need not match the whole.
